GLS inhibitor: qHTS for Inhibitors of Glutaminase (GLS). 410,000 tested, 0.21% active. GLS enzymatic activity, qHTS titration. Glutaminase kidney isoform, mitochondrial (Homo sapiens), O94925. Potency, µM (highest dose often 45.5 µM), for inactives: at the highest dose activity change, negative = inhibition, actives largely listed as inhibitors; also: potency is read from the fitted curve at half-maximal effect; % is scaled to controls: 0 for no effect and ±100 for the full control effect
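hKGA; 45 mM KH2PO4 pH 8.2 + 0.02% Tween-20; cpd via pin tool; 1 mM Gln soln; GluOx/HRP/Amplex Red; RT 30 min; fluor. t0 & final.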
ERG-DNA inh: qHTS for Small Molecule Inhibitors of the ERG Ets/DNA interaction | fluorescence polarization, His-ERG Ets domain / labelled DNA | Potency, µM (series often up to 76.9 µM), without a hit: at the highest dose FP activity, negative = inhibition, actives largely listed as inhibitors | 370,000 tested, 0.028% active | Transcriptional regulator ERG (Homo sapiens), P11308; active = well fitted inhibition curve with a large enough effect in the polarisation, with a control signal flat; inconclusive = small, poorly fitted or top-dose-only effect, or effect the other way, or a change in a side signal; inactive = no such curve, though single readings can be large or run the other way; the % refers to the polarisation;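 also: polarization taken with two DNA probes labelled with fluorescein and Texas red; potency is read from the fitted curve at half-maximal effect; % of control where 0% means no effect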
Target sequence (P11308 whole entry, looked up, the tested form may be a part): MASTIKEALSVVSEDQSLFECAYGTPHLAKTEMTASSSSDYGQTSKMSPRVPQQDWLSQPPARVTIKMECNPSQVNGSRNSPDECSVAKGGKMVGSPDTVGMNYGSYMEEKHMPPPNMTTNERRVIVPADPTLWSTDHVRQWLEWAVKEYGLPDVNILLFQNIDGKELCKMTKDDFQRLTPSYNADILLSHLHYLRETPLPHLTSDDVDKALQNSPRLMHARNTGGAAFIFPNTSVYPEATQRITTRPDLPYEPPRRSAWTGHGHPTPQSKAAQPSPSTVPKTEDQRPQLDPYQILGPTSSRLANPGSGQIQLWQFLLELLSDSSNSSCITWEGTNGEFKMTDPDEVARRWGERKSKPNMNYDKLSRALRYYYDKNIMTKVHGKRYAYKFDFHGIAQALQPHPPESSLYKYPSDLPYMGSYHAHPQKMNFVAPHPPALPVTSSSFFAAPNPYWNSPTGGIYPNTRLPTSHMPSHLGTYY
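His-tagged ERG Ets domain (1 uM in the protein solution; 300mM KCl, 50mM Tris-HCl, 1mM EDTA, 1mM DTT, pH 7.5) received compound, then a probe mix of 5 nM fluorescein-DNA and 100nM Texas-615-DNA. Fluorescence polarization was read for both dyes.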
HP1b chromo inh: HTS for Inhibitors of HP1-beta Chromodomain Interactions with Methylated Histone Tails. Chromobox protein homolog 1 (Homo sapiens), P83916. AlphaScreen HP1-beta / biotin-H3K9me3 peptide binding. Potency, µM (doses to about 114 µM), without a hit: at the highest dose activity change, negative = inhibition, most hits filed as inhibitors. 390,000 tested, 0.56% active. AID 540317, 2011; also: potency is read from the fitted curve at half-maximal effect; nearly all actives have a fitted effect of over 70% in size; inactives centre near 23
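HP1-beta protein (50 nM final) preincubated 30 min at room temperature with biotinylated H3(1-18)K9me3 peptide (50 nM) in PBS pH 7.4, 0.01% Tween-20, then compound added for 30 min. AlphaScreen streptavidin donor/nickel chelate acceptor beads (10 ug/mL final), 30 min dark, luminescence read.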
BAZ2B inh: qHTS Assay for Inhibitors of BAZ2B; Bromodomain adjacent to zinc finger domain protein 2B (Homo sapiens), Q9UIF8; AlphaScreen BAZ2B-H3K14Ac peptide displacement; Potency, µM (top dose mostly 114 µM), without a hit: at the top dose activity change, negative = inhibition, hits mostly inhibitors; 360,000 tested, 4.4% active; AID 504333, 2011; also: potency is read from the fitted curve at half-maximal effect; % is scaled to controls: 0 for no effect and ±100 for the full control effect; nearly all actives have a fitted effect of over 60% in size
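Complex of BAZ2B and biotin-H3K14Ac (50 nM apiece) forms over 30 min at RT, then faces library compounds up to 110 uM for another 30 min; AlphaScreen beads added, 20 min dark incubation, luminescence read.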
PI4K2A block: qHTS for small molecular inhibitors of PI4K2A; purified PI4K2A, ADP-Glo luminescence, 1 h; hits give low values; activity change, negative = inhibition, % at 76.9 µM; 420,000 tested, 0.13% active; AID 1346378, 2018; in the data active = activity change below about -50%; inconclusive = mostly about -30% to -49%;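 also: -100% = wells without enzyme as full effect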
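Compounds are screened against recombinant PI4K2A using PI as substrate and ATP, the latter dispensed at 300 microM. Reactions run one hour at ambient temperature before ADP-Glo detection; full inhibition defined by wells lacking enzyme.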
G9a block: qHTS Assay for Inhibitors of Histone Lysine Methyltransferase G9a; Histone-lysine N-methyltransferase EHMT2 (Homo sapiens), Q96KQ7; G9a H3K9 monomethylation, AlphaScreen, 2 h; Potency, µM (top dose mostly 102 µM), for inactives: top-dose activity, negative = inhibition, actives largely listed as inhibitors; 350,000 tested, 8.8% active; AID 504332, 2011; also: potency is read from the fitted curve at half-maximal effect; % is scaled to controls: 0 for no effect and ±100 for the full control effect; nearly all actives have a fitted effect of over 75% in size
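AlphaScreen read-out: biotin-H3K9 peptide (500 nM) methylation by 20 nM enzyme with 20 uM SAM, 2 h at room temperature after 15 min compound preincubation; anti-monomethyl H3K9 antibody plus donor/acceptor beads, 10 min dark.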
RGS4 inh: Inhibitors of Regulator of G Protein Signaling (RGS) 4: qHTS; Transcreener GDP fluorescence polarization, RGS4-accelerated GTP hydrolysis; 390,000 tested, 0.039% active; Potency, µM (top dose mostly 114 µM), for the others: top-dose activity change, negative = inhibition, most hits filed as inhibitors; AID 504845, 2011; also: potency is read from the fitted curve at half-maximal effect; % is scaled to controls: 0 for no effect and ±100 for the full control effect; nearly all actives have a fitted effect of over 75% in size; some results filed as inactive show a strong effect at the top dose
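MLSMR compounds (23 nl, pin-transferred) preincubated 10 min at room temperature with a 500nM (2x) first reagent, then RGS4 at 900nM (2x) plus Transcreener GDP mix added; fluorescence polarization (620/688 nm) read before and after 90 min at 30 °C.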
JMJD2A Tudor: qHTS Assay for Inhibitors of JMJD2A-Tudor Domain; 390,000 tested, 4.4% active; AlphaScreen JMJD2A-Tudor / H3K4me3 peptide binding; AID 504339, 2011; Potency, µM (doses to about 114 µM), inactives show at the top dose activity change, negative = inhibition, most hits filed as inhibitors; Lysine-specific demethylase 4A (Homo sapiens), O75164; also: potency is read from the fitted curve at half-maximal effect; % is scaled to controls: 0 for no effect and ±100 for the full control effect; nearly all actives have a fitted effect of over 50% in size
12-LOX inh: Primary qHTS assay for inhibitors of human arachidonate 12S-lipoxygenase (ALOX12): Round 2; Polyunsaturated fatty acid lipoxygenase ALOX12 (Homo sapiens), P18054; purified 12hLO, xylenol orange hydroperoxide absorbance; Potency, µM (top dose mostly 108 µM), for inactives: at the top dose activity change, negative = inhibition, most hits filed as inhibitors; 580,000 tested, 1.1% active; AID 1671190, 2021; also: potency is read from the fitted curve at half-maximal effect; % is scaled to controls: 0 for no effect and ±100 for the full control effect
Target sequence (P18054 whole entry, looked up): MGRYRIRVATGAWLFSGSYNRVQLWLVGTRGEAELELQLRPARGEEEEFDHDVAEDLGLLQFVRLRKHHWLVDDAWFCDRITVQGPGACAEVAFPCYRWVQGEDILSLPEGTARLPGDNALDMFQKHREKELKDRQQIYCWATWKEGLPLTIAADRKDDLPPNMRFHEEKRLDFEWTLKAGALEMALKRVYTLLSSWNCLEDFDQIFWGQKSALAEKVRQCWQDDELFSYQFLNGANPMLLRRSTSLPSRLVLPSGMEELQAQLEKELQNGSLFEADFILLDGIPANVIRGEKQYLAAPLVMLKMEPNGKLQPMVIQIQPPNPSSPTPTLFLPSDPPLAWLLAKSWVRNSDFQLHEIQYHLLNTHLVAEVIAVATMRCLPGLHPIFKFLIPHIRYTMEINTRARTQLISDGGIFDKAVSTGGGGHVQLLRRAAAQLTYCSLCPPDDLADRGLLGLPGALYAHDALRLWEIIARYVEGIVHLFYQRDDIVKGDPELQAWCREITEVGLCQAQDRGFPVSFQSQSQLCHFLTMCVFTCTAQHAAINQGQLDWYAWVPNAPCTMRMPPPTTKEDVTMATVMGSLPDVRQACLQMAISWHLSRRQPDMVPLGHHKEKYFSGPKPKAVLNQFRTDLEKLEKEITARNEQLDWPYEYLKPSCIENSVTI
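Purified human 12hLO at 150 nM in 25 mM Hepes, 0.01% Triton X-100, pH 7.0, preincubated 15 min at room temperature with compound. Reaction started with 40 uM arachidonic acid, 30 min at room temperature. Hydroperoxide measured by Fe-xylenol orange, 573/405 nm absorbance ratio.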
* hit, by the source's call; i = inactive; ? = inconclusive; . = no result given; & = joins results of further samples; [ ] = remark or other dose. Unless noted, calls follow the shape of the dose curve; as a rule, active = well fitted curve in the direction sought with a large enough effect; inconclusive = small, poorly fitted or top-dose-only effect, or another doubt; inactive = no such curve, though single readings can be large; an effect the other way counts as inactive or inconclusive. This is a subset; rates above refer to the full screens.

SMILES	GLS inhibitor	ERG-DNA inh	HP1b chromo inh	BAZ2B inh	PI4K2A block	G9a block	RGS4 inh	JMJD2A Tudor	12-LOX inh
CCn1c(C)nc2cc(C(=O)NNS(=O)(=O)c3ccccc3F)ccc21	23%	1%	19%	3%	3	.	-4%	-14%	4.5µM*
O=C(NCCS(=O)(=O)N1CCN(c2ccccc2)CC1)c1cccs1	3%	-13%	-2%	7%	-3	4%[0.501 µM]	1%	-18%	1%
CCCN(CC(=O)Nc1ccccc1C)C(=O)c1cn2ccccc2n1	9%	1%	20%	-5%	-4	-6%[12.7 µM]	78%[activator]	-9%	-1%
Cc1ccc(S(=O)(=O)NCCc2ccncc2)cc1	-4%	-3%	31%	-3%	1	-3%[12.7 µM]	-14%	4%	?
COc1ccccc1CN1CC(C(=O)NCCc2ccc(Cl)cc2)CC1=O (stereo unspecified)	-16%	0%	30%	-19%	13	71%[activator]	-13%[11.4 µM]	-3%	-16%
Cc1ccc(S(=O)(=O)NNC(=O)Nc2ccc(Cl)cc2)cc1	8%	-1%	27%	8%	-12	-13%[59 µM]	8%	-5%	-14%
Cc1ccc2nc(-c3cccnc3)c(Nc3ccc(C(C)C)cc3)n2c1	-4%	3%	15%	-14%	3	4%[59 µM]	-13%	-16%	-17%
COc1ccc(OCC(=O)Nc2ccc3c(c2)nc(CN2CCN(C(C)=O)CC2)n3C)cc1	8%	2%	34%	-15%	1	?	-17%	-6%	243%[activator]
CC(C)(C)c1ccc(C(CC(=O)O)NC(=O)CCCc2ccccc2)cc1 (stereo unspecified)	10%	0%	33%	1%	5	-23%	9%	-13%	-11%
CS(=O)(=O)N(CC(=O)Nc1ccccc1C(=O)N1CCOCC1)c1cccc(F)c1	-2%	-2%	12%	-9%	-4	14%	-3%	-19%	i
COC(=O)c1sccc1S(=O)(=O)N(CC(=O)NCc1ccc(F)cc1)c1ccc(Cl)cc1	7%	-1%	-12%	-4%	-1	24%[59 µM]	-5%	-23%	-20%
CN(C1CCCCC1)S(=O)(=O)c1ccc(S(=O)(=O)N2CCN(CCC#N)CC2)cc1	-8%	0%	24%	-4%	2	22%	-26%	-9%	166%[activator]
O=C(c1ccc2c(c1)N(Cc1cccc(Cl)c1)C(=O)c1ccccc1S2=O)N1CCC(Cc2ccccc2)CC1 (stereo unspecified)	7%	2%	35%	0%	-10	?	2%	-24%	-15%
CCc1ccc(S(=O)(=O)N/N=C(/C)c2ccncc2)cc1	9%	-3%	55%	-5%	-4	40µM*	17%	-15%	?
Cc1cccn2c(=O)nc(SCC(=O)N3CCC(Cc4ccccc4)CC3)nc12	6%	-5%	-7%	6%	2	?	-12%	-22%	?
COc1ccc(C(C(=O)NC2CCCC2)N(C(=O)c2ccoc2C)c2ccc(C)cc2)cc1 (stereo unspecified)	-9%	-12%	-10%	-27%	1	?	9%	-31%	-8%
O=C(CN(CC1CCCO1)C(=O)CNS(=O)(=O)c1ccc(Cl)cc1)NCCc1ccccc1 (stereo unspecified)	-11%	1%	25%	-1%	-5	3%[12.7 µM]	38%	-12%	?
O=C1NC[C@H](Cc2ccc(O)cc2)N(CCc2cccc3ccccc23)C1=O	33%[activator]	8%	33%	-38%	3	-36%[12.7 µM]	-10%	-9%	-5%
CSC1=NCCN1C(=O)Cc1ccc(-c2ccccc2)cc1	1%	-3%	15%	-14%	-3	0%	-17%	-7%	-10%
Cc1ccc(CCNC(=O)CN2C(=O)COc3ccc(S(=O)(=O)N4CCC(C)CC4)cc32)cc1	0%&-5%	5%&2%	67%&38%[activator]	6%&-17%	-1&-1	60%&-7%[activator][59 µM]	-18%[56.9 µM]	-17%&-14%	?
Cc1occc1C(=O)NC1CCCN(Cc2ccc(CC(C)C)cc2)C1 (stereo unspecified)	-1%	-2%	9%	-26%	-3	1%	-14%	?	8%
CCCC(C(=O)NCc1ccco1)N(C(=O)CNS(=O)(=O)c1ccc(Cl)cc1)C1CCCC1 (stereo unspecified)	-8%	4%	-6%	?	1	?	-28%	-7%	?
N#Cc1ccc(C23CC4(C2)[C@H](CN(Cc2ccc(-c5ccccc5)cc2)[C@@H]4c2ccccc2)C3c2ccc(Cl)nc2)cc1 (stereo partly specified)	8%	-2%	28%	0%	1	9%[12.7 µM]	-15%	-19%	-29%
CC1CC(C)CN(C(=O)CSc2n[nH]c(N)n2)C1 (stereo unspecified)	24%	-2%	38%[activator]	.	1	.	9%	2%	27%
COc1cc(C2NC(=O)NC(C)=C2C(=O)Nc2cc(C)cc(C)c2)ccc1O (stereo unspecified)	7%	-2%	11%	-4%	-4	-26%[59 µM]	3%	-9%	-29%
O=C(O)C1=C(OCc2ccccc2)C(=O)NCC1	1%	4%	30%	-8%	2	6%[59 µM]	15%	-6%	-1%
Cc1ccc(C(=O)CSc2ccccn2)cc1	1%	-18%	25%	11%	-13	8.9µM*	?	8%	?
C[C@H]1COC(=O)[C@H](Cc2ccc(F)cc2)CC/C=C/C[C@@H](CC(=O)N[C@@H](CO)Cc2ccccc2)C(=O)N1	18%	-10%	25%	.	-3	.	8%	-18%	?
O=c1oc(-c2ccc(Cl)c(Cl)c2)nn1-c1ccc(C(F)(F)F)cn1	-5%	1%	35%	-1%	3	7%	0%	-8%	23%
CC1=NN(c2ccccc2)C(c2ccco2)C1 (stereo unspecified)	-12%	7%	-19%	.	-4	.	22%	-32%	?
Cc1ccccc1OCC(=O)OCc1cc(=O)n2ccsc2n1	1%	-1%	27%	-1%	0	20%[59 µM]	1%	-3%	-17%
O=C(Cc1ccc(Br)cc1)Nc1ccc(S(=O)(=O)NCC2CCCO2)cc1 (stereo unspecified)	0%	11%	-11%	-17%	-6	7%[12.7 µM]	?	22µM*	-27%
O=C(CN1CCOCC1)N/N=C/c1ccc(-c2cccc(Cl)c2Cl)o1	13%	0%	-9%	-26%	9	-34%	-35%	-32%	?
CC(=O)c1ccc(OCc2cc(C(=O)NC(C)Cc3ccccn3)no2)cc1 (stereo unspecified)	-3%	2%	50%[activator]	-8%[57.1 µM]	-3	5%	0%	8%	-2%
CC1(C)N=C(SCC(=O)Nc2ccc(Cl)cc2)C(c2ccccc2)=N1	-5%	-8%	55%[activator]	11%	-27	26%	-13%[56.9 µM]	-11%[57.1 µM]	?
Cc1cccc(N2CCN(C(c3ccccc3)c3nnc(-c4ccccc4Cl)o3)CC2)c1C (stereo unspecified)	0%	0%	23%	0%	-2	-5%[59 µM]	-25%	8%	4%
CCOC(=O)Cc1csc(Nc2c(C)n(C)n(-c3ccccc3)c2=O)n1	2%	.	19%	-1%	5	?	-1%	-4%	-1%
Cc1ccc(C)c(Nc2ncnc3onc(C)c23)c1	0%	-3%	16%	15%[57.1 µM]	-3	5%[59 µM]	-8%	-13%	-4%
Cc1ccc(S(=O)(=O)NCCC(=O)Nc2ccc(C)cc2C(=O)c2ccccc2)cc1	-17%	8%	-7%	-32%	1	5%[59 µM]	?	50µM*	-11%
O=C(OCCc1ccccn1)c1cccc([N+](=O)[O-])c1	6%	-7%	29%[57 µM]	.	-2	.	6%	-14%	3%
COC(=O)[C@H](CCSC)NC(=O)N1CCN(c2cccc(C(F)(F)F)c2)CC1	?	9%	4%	10%	-1	-7%[59 µM]	18%	-13%	-12%
NC(=S)Cc1ccccc1Cl	-5%	-3%	30%	-3%	0	.	-12%	-2%	0%
CCCCOc1ccc(C(=O)OCC(=O)N2CCCCCC2)cc1	-10%	11%	60%[activator]	.	-1	.	-12%	22%	2%
CCC(OC(=O)C(CC(C)C)NC(=O)c1ccccc1)C(=O)Nc1nnc(C)s1 (stereo unspecified)	2%	-10%	75%[activator]	3%	-1	8%[0.501 µM]	-11%	1%	0%
Cc1ccc(NC(=O)NCc2c(C)nn(C)c2C)cc1Cl	6%	-2%	19%	-28%	4	?	12%	-1%	-3%
CCCCCn1c(C(C)NC(=O)CCC)nc2ccccc21 (stereo unspecified)	-5%	8%	16%	-6%	-3	1%	23%	-18%	18%
COC(=O)N1N=C(c2ccccc2)CC1(O)C(F)(F)F (stereo unspecified)	3%	.	7%	-17%	1	30%	13%	2%	-19%

An excerpt of these results, field by field.
CCCCOc1ccc(C(=O)OCC(=O)N2CCCCCC2)cc1
- GLS inhibitor: -10%
- ERG-DNA inh: 11%
- HP1b chromo inh: 60%[activator]
- BAZ2B inh: .
- PI4K2A block: -1
- G9a block: .
- RGS4 inh: -12%
- JMJD2A Tudor: 22%
- 12-LOX inh: 2%

CCC(OC(=O)C(CC(C)C)NC(=O)c1ccccc1)C(=O)Nc1nnc(C)s1 (stereo unspecified)
- GLS inhibitor: 2%
- ERG-DNA inh: -10%
- HP1b chromo inh: 75%[activator]
- BAZ2B inh: 3%
- PI4K2A block: -1
- G9a block: 8%[0.501 µM]
- RGS4 inh: -11%
- JMJD2A Tudor: 1%
- 12-LOX inh: 0%
